# hcGAS lum = Primary biochemical luminescence assay for human cyclic GMP-AMP synthase inhibitors | Q8N884 | recombinant h-cGAS, ATP depletion, Kinase-Glo luminescence | inhibition, % at 12.5 µM | 290,000 compounds, 0.081% hits;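 also: 0% = vehicle reaction and 100% = reaction without DNA for no activity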
# Target sequence (Q8N884 whole entry, looked up): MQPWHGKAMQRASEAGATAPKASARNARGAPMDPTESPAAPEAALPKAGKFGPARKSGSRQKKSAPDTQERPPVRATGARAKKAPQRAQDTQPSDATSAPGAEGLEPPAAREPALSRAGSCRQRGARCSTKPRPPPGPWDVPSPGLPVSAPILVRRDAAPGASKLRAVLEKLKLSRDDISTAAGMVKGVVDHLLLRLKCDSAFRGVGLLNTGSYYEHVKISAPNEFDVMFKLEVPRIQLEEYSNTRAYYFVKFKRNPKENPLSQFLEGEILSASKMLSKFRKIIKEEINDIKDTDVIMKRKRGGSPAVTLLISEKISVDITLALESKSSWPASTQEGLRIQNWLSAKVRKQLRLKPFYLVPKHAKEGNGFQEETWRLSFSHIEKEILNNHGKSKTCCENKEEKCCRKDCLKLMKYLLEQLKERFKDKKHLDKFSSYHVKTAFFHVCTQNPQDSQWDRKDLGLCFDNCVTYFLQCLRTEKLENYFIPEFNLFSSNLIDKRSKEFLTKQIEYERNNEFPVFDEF
# NPYLR7 agonist = agonists of mosquito NPYLR7 receptor, primary screen, cell-based, Aedes aegypti, calcium fluorescence, mosquito biting behavior. HEK293T NPYLR7/Galpha15, GCaMP6s calcium fluorescence. 270,000 compounds, 0.15% hits. activation, % at 10 µM; in the data active = activation above about 40%;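 also: 0% = vehicle and 100% = reference agonist at the receptor; some compounds past the cut are filed as inactive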
# mcGAS lum = cyclic GMP-AMP synthase inhibitors, mouse, primary biochemical chemiluminescence; Q8C6L5; inhibition, % at 12.5 µM; recombinant cGAS, Kinase-Glo ATP depletion luminescence; 160,000 compounds, 0.15% hits;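 also: 0% = negative control wells and 100% = reference inhibitor with no enzyme activity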
# * hit, by the source's call; . = not tested or not shown; & = joins results of further samples. Rule as the data show it, unless noted: active = inhibition above about 40%; inactive = the rest.
# Order of results – hcGAS lum, mcGAS lum, NPYLR7 agonist
Cc1ccccc1-n1c(SCc2nc(C(=O)O)cs2)nnc1-c1cccnc1
    -2, -4, -3
CC1=C(C(=O)Nc2ccc(C)cc2)C(c2ccc(Cl)cc2Cl)NC(=O)N1 (configuration not stated)
    -6, -9, -12
CCCc1cc(CN(C)Cc2cnc(S(=O)(=O)CCC)n2CC2CCCO2)[nH]n1 (configuration not stated)
    -7, -9, 4
C=CCOC1C[C@](OCc2cccc(C)c2)(C(=O)NN2CCOCC2)C[C@H]2OC(C)(C)O[C@@H]12 (some centres not stated)
    -8, -5, 11
CC(=O)c1ccc(COC(=O)CCc2nc3ccccc3[nH]c2=O)cc1
    -5, ., 8
CN(C)c1ccc(NC(=O)C2CCCC2)cc1CN(Cc1cccc(F)c1)C(=O)C1CC1
    -10, -7, -4
COc1ccc(CC2CN(Cc3ccc(OC)c(F)c3)CCO2)cc1 (configuration not stated)
    -5, ., 9
CC(=O)Nn1c(C)cc(CN2CCC(CNC(=O)C(C)(C)C)C2)c1C (configuration not stated)
    -10, ., 3
O=C(c1ccoc1)N1CCN(CC(OCc2ccc(C(F)(F)F)cc2)c2ccc(Cl)cc2)CC1 (configuration not stated)
    -3, -6, -2
Cc1c(C(C)NCc2cccn2-c2cccnc2)cnn1-c1ccccc1 (configuration not stated)
    -1, ., 4
Cc1nc(/C=C/C(=O)N2CSCC2C(=O)N(C)C(C)C)cs1 (configuration not stated)
    -5, -8, 1
CC(C)Oc1cccc(-c2csc(C(N)=O)c2)c1
    -5, -16, 2
Cc1ccn2c(NC(C)(C)CC(C)(C)C)c(-c3ccc4c(c3)OCO4)nc2c1
    -4&-4, -7&-4, -5
C#CCn1c(O)c(N=NC(=O)CNC(=O)c2ccco2)c2ccccc21
    6, ., -12
c1ccc(CC2CN(Cc3ccc(Oc4ncccn4)cc3)CCO2)cc1 (configuration not stated)
    -4, -7, 13
NS(=O)(=O)c1ccc(C(=O)NCCCn2nc(-c3ccccc3)ccc2=O)cc1
    3, ., 3
Cc1ccc(C)n1-n1cnc2sc3c(c2c1=O)CCC(C)C3 (configuration not stated)
    -2, ., 0
O=C1C(=Cc2ccc(Cl)c(Cl)c2)SC(=S)N1CCCN1CCOCC1
    -2, ., 4
CCOC(=O)CC(=O)CSc1cc(C)nc2c(-c3ccccc3)c(C)nn12
    -3, -7, -6
COc1ccc(C(=O)N(CC(=O)N2CC(=O)N(c3ccc(C)cc3)C2)CC(C)C)c(OC)c1
    -10, -6, 12
CCCC(=O)Nc1cccc(C(=O)NC(C)Cc2cnccn2)c1 (configuration not stated)
    -5, ., 4
O=C(NCC1=CCCCC1)c1ccccc1N1CCS(=O)(=O)CC1
    0, -9, -3
CCN(CC)S(=O)(=O)c1ccc(OC)c(N2CCN(C(=O)c3cc(C)on3)CC2)c1
    -2, -5, 27
CCOc1ccc(NC(=O)N(CC(=O)Nc2cc(C(C)(C)C)nn2-c2cccc(C)c2)Cc2ccccc2)cc1
    -12, -5, 20
CC(C)N1CCN(C(=O)c2ccc(NC(=O)c3cccs3)cc2)CC1
    -9, ., 4
O=C(CN1CCOCC1)Nc1cc(Cl)ccc1Oc1ccccc1
    -12, -6, 6
COc1cccc(COc2coc(CN3CCCN(C(=O)C(F)(F)C(F)(F)C(F)(F)F)CC3)cc2=O)c1
    -4, -6, -1
COc1ccccc1Cc1nc2c(c(N3CCOCC3)n1)CN(C(=O)Nc1c(Cl)cccc1Cl)CC2
    0, -2, -8
CCC(c1nc2ccccc2c(=O)n1-c1ccc(Br)cc1)N(CCc1ccccc1)C(=O)CCC1CCCC1 (configuration not stated)
    -11, -5, 0
Cc1ccsc1C(=O)c1ccc(Cl)cc1F
    -11, ., 12

# Complete entries from above. Screens in order: hcGAS lum	mcGAS lum	NPYLR7 agonist
# `c1ccc(CC2CN(Cc3ccc(Oc4ncccn4)cc3)CCO2)cc1` (configuration not stated) is listed with -4	-7	13
# `CCOc1ccc(NC(=O)N(CC(=O)Nc2cc(C(C)(C)C)nn2-c2cccc(C)c2)Cc2ccccc2)cc1` is listed with -12	-5	20
# `O=C1C(=Cc2ccc(Cl)c(Cl)c2)SC(=S)N1CCCN1CCOCC1` is listed with -2	.	4
# `CC1=C(C(=O)Nc2ccc(C)cc2)C(c2ccc(Cl)cc2Cl)NC(=O)N1` (configuration not stated) is listed with -6	-9	-12
# `CN(C)c1ccc(NC(=O)C2CCCC2)cc1CN(Cc1cccc(F)c1)C(=O)C1CC1` is listed with -10	-7	-4

# The results go on:
# Order of results – hcGAS lum, mcGAS lum, NPYLR7 agonist
CC(=O)O[C@H]1C[C@@H]2CC[C@@H]3[C@H](CC[C@@]4(C)[C@H]3C[C@H]([N+]3(C)CCCCC3)[C@@H]4OC(C)=O)[C@@]2(C)C[C@@H]1N1CCCCC1
    -4, ., -3
CCNC(=S)NCC1c2cc(OC)c(OC)cc2CCN1Cc1cccc(C)c1 (configuration not stated)
    1, -1, -9
COCCCNC(=O)c1cc(-c2cccc(OC)c2)nn1-c1ccc(OC)cc1
    -5, -3, -6
OC1(c2cccnc2)CCN(c2nccc(CCC(F)(F)F)n2)CC1
    -4, ., -10
OC1(c2ccc(Br)cc2)CN(c2ccccc2)C2=[N+]1CCCS2 (configuration not stated)
    -5, -5, 8
CN(CC1OCCc2ccccc21)C(=O)c1cc(C2CC2)[nH]n1 (configuration not stated)
    -8, ., -8
CN(Cc1ccsc1)C(=O)c1cnn2cc(CCO)cnc12
    -2, ., 1
COc1ccccc1-n1c(=O)n(C(C)C)c(=O)c2[nH]cnc21
    -4, ., 18
COCc1nc(CCNC(=O)CCC2CCCC2)no1
    -6, -5, .
O=C(NNC1CC(c2ccccc2O)=NN1C(=O)c1ccccc1)c1ccccc1 (configuration not stated)
    2, 1, 1
COc1ccc(-c2nc(C(N)=O)c3[nH]c(=O)n(-c4ccccc4F)c3n2)cc1
    -9, -7, -2
CN(C(=O)c1cc2cc([N+](=O)[O-])ccc2oc1=O)C1CCCCC1
    -5, ., 5
COc1cc(OC)c2c(=O)c(-c3ccc4c(c3)OCO4)coc2c1
    -4, ., -10
COc1cn(CC(=O)NC(C)C)c(CSc2ncccn2)cc1=O
    -5, -9, -3
O=C(NNC(=O)c1cc2ccccc2oc1=O)c1ccc(=O)n(Cc2ccc(Cl)cc2)c1
    -4, -1, -8
COc1ccc(S(=O)(=O)Oc2ccc(CN(C(=O)c3ccccc3Cl)C3CC3)cc2)cc1
    -2, -4, 0
Cc1cc(C)cc(Nc2nc(-c3ccc(F)cc3)cs2)c1
    -6, -7, 14
C=CCOc1cccc(C(=O)NC2CCCc3nc(N(C)C)ncc32)c1 (configuration not stated)
    -5, ., 21
Nc1cc(-c2ccccc2-c2ccccc2)ccn1
    -4, ., -3
COCCN[C@H]1C[C@@H]2c3[nH]c4ccccc4c3C[C@@H](C(=O)OC)N2[C@H](c2ccc(C(C)C)cc2)C1
    -7, -7, -7
O=C(Nc1ccc(OC(F)F)cc1)c1ccc2c(c1)OCCCO2
    0, ., 2
CCCC(=O)NCCc1cc2ccc(C)c(C)c2[nH]c1=O
    -5, ., 12
Cc1nn(-c2ccccc2)nc1C(=O)N[C@H]1CC[C@@H]2SC[C@@H](C(=O)NCc3cccnc3)N2C1=O
    -3, -4, -5
Cc1ccccc1CN(C)Cc1nc2scc(-c3ccc(Cl)cc3)c2c(=O)[nH]1
    -5, ., 3
O=C(Cc1csc2nc(-c3ccccc3)cn12)N1CCc2ccccc21
    -6, -8, 0
COCCNC(=O)C(NC(=O)c1ccc(OC)cc1)C1CCN(C(=O)c2cccc(Br)c2)CC1 (configuration not stated)
    -4, -4, 3
CCc1cccc2c(C(CC(=O)NCCCOC)c3cccc(C(F)(F)F)c3)c[nH]c12 (configuration not stated)
    -4, -4, 9
CCc1nc2ccc(C(=O)N3CCCC(C(N)=O)C3)cn2c1N(C)Cc1ccc(N(C)C)cc1 (configuration not stated)
    1, 1, -10
OCC1CCCN(c2nc(N3CCCC3)nc(N3CCCC3)n2)C1 (configuration not stated)
    -7, ., -14
NC(=O)C1CN(c2ccccc2S(=O)(=O)C(F)(F)F)CCO1 (configuration not stated)
    0, ., 5
CCOc1ccccc1N1CC(C(=O)Nc2ccc(C)cn2)CC1=O (configuration not stated)
    -10, ., 9
Cc1ccc(S(=O)(=O)Nc2sc(C)c(-c3ccccc3)c2C(N)=O)cc1
    -4, ., 6
COc1ccc(O)c(C(=O)N(C)c2ccccc2)c1
    -18, ., 11
COc1ccc(OC)c(NC(=O)C2(C)CCN2C(=O)C2CCCCC2)c1 (configuration not stated)
    -12, ., 1
Cc1ccnc(SCCCn2c(N3CCCC3)nc3c2c(=O)[nH]c(=O)n3C)n1
    -5, -11, 8
COC1(OC)N=C(N)C2(C#N)C(c3ccc(Cl)cc3)C12C#N (configuration not stated)
    -10, -3, 16
CC(C)c1ncc(C(=O)N2CCCN(CC3CC3)C(C(C)C)C2)c(=O)[nH]1 (configuration not stated)
    -15, -8, .
CC12CCC(=O)C=C1CCN(Cc1ccccc1)C2 (configuration not stated)
    -1, -7, 2
COc1cccc(CCN2CCC(C(=O)NC(c3ccc(Cl)cc3)c3ccccn3)CC2)c1 (configuration not stated)
    -3, -3, 7
Cc1c(Cl)cccc1N=Nc1c(-c2ccccc2)[nH]n(-c2nc(-c3ccccc3)cs2)c1=O
    53*, 20, -3

# An excerpt of these results, field by field.
> CC12CCC(=O)C=C1CCN(Cc1ccccc1)C2 (configuration not stated)
  hcGAS lum = -1 | mcGAS lum = -7 | NPYLR7 agonist = 2
> COc1ccc(OC)c(NC(=O)C2(C)CCN2C(=O)C2CCCCC2)c1 (configuration not stated)
  hcGAS lum = -12 | mcGAS lum = . | NPYLR7 agonist = 1
> Cc1ccc(S(=O)(=O)Nc2sc(C)c(-c3ccccc3)c2C(N)=O)cc1
  hcGAS lum = -4 | mcGAS lum = . | NPYLR7 agonist = 6

# Other compounds.
# Order of results – hcGAS lum, mcGAS lum, NPYLR7 agonist
c1cncc(-c2nc(Sc3nnnn3C3CCCC3)c3ccccc3n2)c1
    -6, ., 2
COc1cccc(C(C2C(=O)N(c3ccccc3)N=C2C)C2C(=O)N(c3ccccc3)N=C2C)c1OC (configuration not stated)
    -5, ., -10
Cc1cnn(C(C)C2CC2)c1NC(=O)N1CCCN(C2CCCCC2)CC1 (configuration not stated)
    9, 1, .
Cc1noc(CCNC(=O)NCCN(C)C2CCCC2)n1
    -8, -16, -1
C=CCn1c(SCC(=O)OC(C)(C)C)nc2scc(-c3cccs3)c2c1=O
    3, ., 15
CC(C)N(CC(=O)Nc1nc(CC(=O)N2CCN(c3cccc(C(F)(F)F)c3)CC2)cs1)C(=O)C1CCCCC1
    -6, -6, -1
CCOc1ccc(NC(=O)CCl)cc1S(=O)(=O)N1CCCCC1
    -5, ., -4
CCOC(=O)c1[nH]c(C)c(C(=O)C(C)N(CCOC)C(=O)COc2ccc(Cl)cc2)c1C (configuration not stated)
    -1, -3, 6
Cc1cccnc1[C@H](C)NC(=O)Cn1cc(C)c(=O)[nH]c1=O
    -7, -12, 15
COCCNCC(=O)N(Cc1cccn1C)C1CC1
    -6, ., -3
C#CCOc1cccc(C(C)NC(=O)c2c(C)noc2C(C)C)c1 (configuration not stated)
    -6, ., 7
NCCC1CCCN(C(=O)c2c(O)cccc2O)C1 (configuration not stated)
    -5, -13, 3
Cc1ccc(OCC2CN(C(=O)CNC(=O)CNC(=O)c3ccccc3)CCO2)cc1 (configuration not stated)
    -7, -7, -7
CC(C(=O)Nc1cccc(Cl)c1)N(C)Cc1cccs1 (configuration not stated)
    -4, ., 1
COc1cc(Cl)c(C)cc1NC(=O)Cn1nnc2ccccc2c1=O
    -6, ., -6
COc1ccc2c(c1)N(CNC1(c3ccc(Cl)cc3)CCCC1)C(=O)C2=O
    -2, ., 12
COc1cc(CN2C(=O)C(C)ON=C2c2ncccc2C)cc(OC)c1 (configuration not stated)
    -1, ., 7
CC(C)c1nc(C#N)c(N/N=C\c2cccc(Br)c2)o1
    -5, -7, -2
COCCn1cc(NC(=O)Nc2ccccc2F)c2ccccc21
    -12, ., 14
CCc1cc(N2CCN(c3ccccc3F)CC2)nc(SCc2ccc(C(=O)NCc3ccc4c(c3)OCO4)cc2)n1
    -3, -9, -5
O=C(Nc1cccc(OCc2ccccc2)c1)c1cc(Nc2ccc(O)cc2)ncn1
    -4, -4, 1
CC1CN(CN2C(=O)c3ccccc3C2=O)CC(C)O1 (configuration not stated)
    -3, 3, 1
CC(=O)c1c(C)[nH]c(C(=O)CSc2nnnn2C2CCCC2)c1C
    -6, ., 2
O=C(c1cccc(Br)c1)N1N=C(C2CCCCC2)CC1(O)C(F)(F)F (configuration not stated)
    -18, -8, 2
Cc1cnc(C(=O)N2CCOC(COc3cccc(C(F)(F)F)c3)C2)cn1 (configuration not stated)
    -5, ., 25
CCOc1cc(/C=C(/C#N)c2ccc(F)cc2)ccc1OCc1ccc(C(=O)O)o1
    0, ., -18
O=C(Cn1ccc(=O)[nH]c1=O)NCCCN1c2ccccc2Sc2ccccc21
    0, ., 2
CC1(C)C[C@H]2C[C@@H](O)[C@H](N3CCC(c4ccccc4)CC3)[C@]2(O)CO1
    -1, 0, 4
CC1=CC[C@@H]2CN(C(=O)c3c(-c4ccccc4)ccnc3C)C[C@@H]2C1
    0, 0, -3
COc1ccc(-c2nnc3ccc(OCCNC(=O)Nc4ccccc4)nn23)cc1OC
    -6, -8, -2
O=C(NCc1ccco1)N1CCC(C(=O)N2CCc3ccccc32)CC1
    -15, ., 9
CCc1cccc2c(C(CC(=O)N3CCN(Cc4ccccc4)CC3)c3cccc(F)c3)c[nH]c12 (configuration not stated)
    -3, -5, 19
CCOc1c(CC)cnc2c1c(=O)n(CC(=O)N(C)c1ccccc1)c(=O)n2C
    -14, ., -3

# This is a random part of the collection, and some 0.27% of all compounds hit somewhere here.
